From PubChem BioAssay
Mcl1-Bid inh: Mcl-1/Bid interaction inhibition; inhibition, % at 21.7 µM; TR-FRET Mcl-1/Bid-Dy647 peptide binding, 1536-well; 0.97% of 220,000 active;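 active means compounds that cut the binding signal by more than half at the single screening dose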;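 further: His-tagged Mcl-1 with europium anti-His antibody binding Bid BH3 peptide; 0% = Mcl-1 plus peptide wells and 100% = peptide-only wells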
Bcl-W Bim block: disrupts Bim peptide binding to human Bcl-W; Q92843; bead-based flow cytometry; inhibition, % at 10 µM; 0.02% of 190,000 active; AID 952;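 further: 0% = bound tracer without compound and 100% = peptide blocker; higher means less fluorescent Bim peptide bound to Bcl-W beads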
Target sequence (Q92843 whole entry, looked up): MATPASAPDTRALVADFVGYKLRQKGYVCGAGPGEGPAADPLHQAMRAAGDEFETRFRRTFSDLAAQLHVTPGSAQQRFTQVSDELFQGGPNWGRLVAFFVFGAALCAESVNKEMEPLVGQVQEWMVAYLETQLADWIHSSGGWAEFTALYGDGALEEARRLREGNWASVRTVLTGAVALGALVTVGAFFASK
Bim-Mcl-1: human Bim-Mcl-1 interaction inhibition; Q07820; Bead-based flow cytometry, Bim peptide-Mcl-1 binding; inhibition, % at 10 µM; 0.1% of 190,000 active; AID 1009;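 further: 0% = no compound tracer wells and 100% = peptide blocker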
Bcl-B Bim block: human Bim-Bcl-B interaction inhibition; 0.073% of 190,000 active; Q9HD36; bead-based flow cytometry, Bim peptide-Bcl-B binding; inhibition, % at 10 µM;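 further: 0% = tracer peptide without compound and 100% = reference inhibitor peptide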
Target sequence (Q9HD36 whole entry, looked up): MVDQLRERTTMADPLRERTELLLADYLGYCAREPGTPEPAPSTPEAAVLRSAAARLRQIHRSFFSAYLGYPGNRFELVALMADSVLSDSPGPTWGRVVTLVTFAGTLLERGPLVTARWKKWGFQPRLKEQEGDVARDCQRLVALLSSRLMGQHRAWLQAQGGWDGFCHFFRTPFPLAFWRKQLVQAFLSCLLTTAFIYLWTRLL
RGS8-Gao: modulates binding of RGS8 to human Galphao; AID 1423; 0.34% of 220,000 active; P09471; response (percent of control binding), % at 10 µM; multiplexed bead flow cytometry; actives lie on both sides; in the data active means response below about 60% or above about 140%; inactive means in between;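 further: Galphao activated as the GDP aluminium fluoride complex binding bead-coupled RGS8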
Target sequence (P09471 whole entry, looked up): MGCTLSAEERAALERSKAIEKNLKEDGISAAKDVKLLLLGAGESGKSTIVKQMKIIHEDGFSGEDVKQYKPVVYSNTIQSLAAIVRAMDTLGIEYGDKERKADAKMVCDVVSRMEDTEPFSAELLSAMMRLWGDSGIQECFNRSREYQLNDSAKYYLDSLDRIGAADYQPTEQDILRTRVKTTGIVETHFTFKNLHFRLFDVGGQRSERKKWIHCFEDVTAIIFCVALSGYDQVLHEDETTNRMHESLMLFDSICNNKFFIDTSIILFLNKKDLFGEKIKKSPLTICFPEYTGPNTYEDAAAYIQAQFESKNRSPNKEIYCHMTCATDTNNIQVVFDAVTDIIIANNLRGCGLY
Mcl1 Noxa PPI: disrupts binding of human Mcl-1 to Noxa peptide; TR-FRET Mcl-1/Noxa peptide binding, 2 h; inhibition, % at 21.7 µM; Q07820; 1.5% of 220,000 active; AID 1022;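 active means compounds that cut the protein-peptide binding signal by more than 50% relative to plate controls in a single-dose test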;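 further: His-tagged Mcl-1 with rhodamine Noxa BH3 peptide and terbium anti-His antibody; 0% = Mcl-1 plus Noxa peptide wells and 100% = peptide-only wells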
Bcl-XL Bim block: disrupts Bim peptide binding to human Bcl-XL; AID 1007; inhibition, % at 10 µM; bead flow cytometry, fluorescence; Q07817; 0.04% of 190,000 active
Target sequence (Q07817 whole entry, looked up): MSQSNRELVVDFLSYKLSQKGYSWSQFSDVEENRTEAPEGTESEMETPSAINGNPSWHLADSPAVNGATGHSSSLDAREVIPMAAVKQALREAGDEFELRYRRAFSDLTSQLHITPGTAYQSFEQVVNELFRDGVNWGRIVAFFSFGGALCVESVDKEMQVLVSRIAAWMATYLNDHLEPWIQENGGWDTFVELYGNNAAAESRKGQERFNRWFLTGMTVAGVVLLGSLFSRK
RGS4-Gao reg: human RGS4-Galphao interaction regulation. Multiplexed bead flow cytometry, RGS4-Galphao binding; actives lie on both sides. 0.33% of 220,000 active. binding response (% of control), % at 10 µM. AID 1415; in the data active means binding response below about 49% or above about 150%; inactive means in between;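 further: fluorescent Galphao activated with aluminum fluoride binding bead-coupled RGS4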
RGS7-Gao: regulators of human RGS7-Galphao interaction; 0.35% of 220,000 active; binding response (% of control), % at 10 µM; P09471; Multiplexed bead flow cytometry, RGS7-Galphao binding; actives lie on both sides; in the data active means binding response below about 49% or above about 150%; inconclusive means no clear call, values can overlap the other calls; inactive means in between;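 further: fluorescent Galphao held in activated GDP-AlF4 state binding bead-coupled RGS7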
Bim-Bfl-1: inhibitors of Bim-Bfl-1 interaction, human | Bead-based flow cytometry, Bim-Bfl-1 binding inhibition | inhibition, % at 10 µM | Q16548 | 0.12% of 190,000 active;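 further: 0% = wells without compound plus tracer and 100% = blocker peptide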
Bim-Bcl-2: disrupts Bim peptide binding to human Bcl-2 | Bead-based flow cytometry, Bim peptide-Bcl-2 binding | inhibition, % at 10 µM | 0.06% of 190,000 active | AID 950; in the data active means inhibition above about 40%; inconclusive means no clear call, values can overlap the other calls;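 further: 0% = no compound wells with probe peptide and 100% = reference peptide inhibitor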
* marks the source's active call; other numbers are inactive results; ? = inconclusive; . = not tested or not shown. Unless noted, no stated cut-off is given here; in the data, active means inhibition above about 40%. The order is random. About 2.7% of those tested had a hit in this group.

SMILES	Mcl1-Bid inh	Bcl-W Bim block	Bim-Mcl-1	Bcl-B Bim block	RGS8-Gao	Mcl1 Noxa PPI	Bcl-XL Bim block	RGS4-Gao reg	RGS7-Gao	Bim-Bfl-1	Bim-Bcl-2
Cc1nc([N+](=O)[O-])c(Sc2nc3ccccc3n2C)n1Cc1ccccc1	-8	0	-2	-4	102	12	1	104	103	9	1
CC(C)C(=O)NC(=S)N1CCc2ccccc21	-14	-4	-4	-12	99	-15	-7	96	97	-1	-2
COc1ccc(C2CC(C(F)(F)F)n3nc(C(=O)NCCCn4ccnc4)cc3N2)cc1OC (centres undefined)	-12	-2	-1	-9	104	23	-5	102	102	-13	-10
CCCCc1c(C)c2cc(C)ccc2[nH]c1=O	21	0	1	4	80	4	-1	95	96	2	3
CC(=O)Cc1nsc(Nc2ccc(F)cc2)n1	-29	-4	-3	-2	103	-6	-5	98	98	-4	-5
Cc1cc(O)c(C(C)C)cc1N=Cc1ccccc1O	-7	.	.	.	98	17	.	100	?	.	.
Cc1sc2nc(SCC(=O)N3CCCC3)[nH]c(=O)c2c1C	1	0	-1	-3	101	-14	-5	102	101	-11	-7
COC(=O)C1C(=O)C2=C(CC1C)NC(C)=C(C(=O)OC(C)C)C2c1ccc(OC)c(O)c1 (centres undefined)	-8	0	-3	-6	100	3	0	96	97	15	2
N#Cc1ccccc1Cn1cc(C#N)c2ccccc21	-9	-5	-9	-9	101	15	-18	99	101	-4	11
Clc1ccc(Nc2ncn[nH]2)c(Cl)c1	-32	0	3	0	98	8	1	97	90	-4	0

3 compounds already listed, sorted by their value in Mcl1-Bid inh, highest first:
Structure,Mcl1-Bid inh
Cc1cc(O)c(C(C)C)cc1N=Cc1ccccc1O,-7
Cc1nc([N+](=O)[O-])c(Sc2nc3ccccc3n2C)n1Cc1ccccc1,-8
COc1ccc(C2CC(C(F)(F)F)n3nc(C(=O)NCCCn4ccnc4)cc3N2)cc1OC (centres undefined),-12

(continued)
SMILES	Mcl1-Bid inh	Bcl-W Bim block	Bim-Mcl-1	Bcl-B Bim block	RGS8-Gao	Mcl1 Noxa PPI	Bcl-XL Bim block	RGS4-Gao reg	RGS7-Gao	Bim-Bfl-1	Bim-Bcl-2
COc1ccccc1-c1cc(C(=O)NCc2ccc(F)cc2)no1	-26	0	-3	-4	100	11	-6	100	96	-15	-11
CCOc1ccc(/C(O)=C2/C(=O)C(=O)N(CCOCCO)C2c2ccc(F)cc2)cc1 (centres undefined)	-5	-2	-3	-8	98	-9	-6	100	100	-18	-10
CCNC(=O)n1nccc1C(C)Oc1ccc(Cl)cc1 (centres undefined)	-34	-1	2	2	100	9	-1	94	98	-3	2
CCOC(=O)c1c(C)[nH]c(C(=O)COC(=O)C(C)N2C(=O)C3CCCCC3C2=O)c1C (centres undefined)	-26	0	-1	0	94	-19	2	77	90	0	-2
NC(=O)c1ccsc1NC(=O)COC(=O)c1ccccc1NCc1ccco1	-16	0	-1	-7	98	24	-7	96	96	-18	-13
Cc1ccc(OCC(=O)N2CCN(C(=O)c3ccc([N+](=O)[O-])cc3)CC2)cc1	-6	0	-2	0	85	29	-2	93	94	0	-2
O=C(Nc1c(S(=O)(=O)c2ccccc2)csc1Br)c1ccccc1Cl	-1	.	.	.	97	5	.	93	?	.	.
Cc1ccc([N+](=O)[O-])cc1NC(=S)NC(=O)c1cccnc1	47	0	0	1	95	30	-4	108	?	2	1
CC(C)(C)OC(=O)NCCC(=O)N/N=C/c1cccc2cccnc12	-38	.	.	.	97	-31	.	98	?	.	.
CCN(c1ccc(NC(=O)COC(=O)CCc2nc3ccccc3n2-c2ccccc2)cc1)C(C)C	18	-5	-6	-14	98	79*	-11	92	92	-16	-11

12 structures already listed, arranged by heavy-atom count, lowest first:
SMILES	Mcl1-Bid inh	Bcl-W Bim block	Bim-Mcl-1	Bcl-B Bim block	RGS8-Gao	Mcl1 Noxa PPI	Bcl-XL Bim block	RGS4-Gao reg	RGS7-Gao	Bim-Bfl-1	Bim-Bcl-2
Clc1ccc(Nc2ncn[nH]2)c(Cl)c1	-32	0	3	0	98	8	1	97	90	-4	0
CCCCc1c(C)c2cc(C)ccc2[nH]c1=O	21	0	1	4	80	4	-1	95	96	2	3
Cc1cc(O)c(C(C)C)cc1N=Cc1ccccc1O	-7	.	.	.	98	17	.	100	?	.	.
Cc1sc2nc(SCC(=O)N3CCCC3)[nH]c(=O)c2c1C	1	0	-1	-3	101	-14	-5	102	101	-11	-7
Cc1ccc([N+](=O)[O-])cc1NC(=S)NC(=O)c1cccnc1	47	0	0	1	95	30	-4	108	?	2	1
COc1ccccc1-c1cc(C(=O)NCc2ccc(F)cc2)no1	-26	0	-3	-4	100	11	-6	100	96	-15	-11
O=C(Nc1c(S(=O)(=O)c2ccccc2)csc1Br)c1ccccc1Cl	-1	.	.	.	97	5	.	93	?	.	.
Cc1ccc(OCC(=O)N2CCN(C(=O)c3ccc([N+](=O)[O-])cc3)CC2)cc1	-6	0	-2	0	85	29	-2	93	94	0	-2
CCOc1ccc(/C(O)=C2/C(=O)C(=O)N(CCOCCO)C2c2ccc(F)cc2)cc1 (centres undefined)	-5	-2	-3	-8	98	-9	-6	100	100	-18	-10
COC(=O)C1C(=O)C2=C(CC1C)NC(C)=C(C(=O)OC(C)C)C2c1ccc(OC)c(O)c1 (centres undefined)	-8	0	-3	-6	100	3	0	96	97	15	2
COc1ccc(C2CC(C(F)(F)F)n3nc(C(=O)NCCCn4ccnc4)cc3N2)cc1OC (centres undefined)	-12	-2	-1	-9	104	23	-5	102	102	-13	-10
CCN(c1ccc(NC(=O)COC(=O)CCc2nc3ccccc3n2-c2ccccc2)cc1)C(C)C	18	-5	-6	-14	98	79*	-11	92	92	-16	-11

Other entries follow:
SMILES	Mcl1-Bid inh	Bcl-W Bim block	Bim-Mcl-1	Bcl-B Bim block	RGS8-Gao	Mcl1 Noxa PPI	Bcl-XL Bim block	RGS4-Gao reg	RGS7-Gao	Bim-Bfl-1	Bim-Bcl-2
COc1ccc(C(=O)c2c(C)c3ccccc3n2CC(O)CNC(C)C)cc1 (centres undefined)	3	-3	-3	-8	112	2	-10	112	117	0	-1
CCSC1=N/C(=C\c2cccc(F)c2)C(=O)S1	-20	-4	0	3	105	-4	0	105	98	-1	5
CCOC(=O)c1oc2ccc3c(c2c1C)C(=O)CC1(CCN(C(=O)OCC)CC1)O3	-4	0	2	-4	101	2	-5	101	98	-14	-3
COc1ccc(OC)c(C2C(C(=O)Nc3ccccc3OC)=C(C)Nc3nc(CCCO)nn32)c1 (centres undefined)	-5	-6	-2	-6	101	-1	-7	103	107	-8	-9
CCCn1c(SCC(=O)Nc2ccccc2-c2ccccc2)nnc1-c1ccoc1C	-13	0	-136	-31	109	-7	13	105	106	5	-1
COc1ccccc1N/N=C1\COC(C)(C)CC1=O	-45	.	.	.	100	-9	.	98	?	.	.
Cc1cc(Cl)c(OCCOCCN2CCC(C)CC2)c(Br)c1	13	-3	-5	-5	103	17	-4	103	104	0	-2
CC(C)N(C(=O)COC(=O)c1cc(Cl)cc(Cl)c1N)C(C)C	6	3	0	-5	98	9	-3	101	101	-8	-3
CCOc1ccccc1N1CC(C(=O)Nc2nccs2)CC1=O (centres undefined)	-3	0	-2	-6	102	-26	-5	100	101	-14	-8
CCOc1ccc(N2C(=O)c3ccccc3C2O)cc1 (centres undefined)	1	0	-2	-6	99	-14	-3	100	102	-3	-5
CS(=O)(=O)N1CCN(c2ccc(NC(=O)c3ccccc3)cc2)CC1	-28	-1	0	-4	100	13	0	100	?	-2	-2
Cc1ccc2nc(Cl)c(C3CC(c4ccco4)=NN3C(=O)CCCC(=O)O)cc2c1 (centres undefined)	-9	.	.	.	99	6	.	104	?	.	.
COCCn1c(SCC(=O)Nc2nc(C)c(Cl)cc2Cl)nc2ccccc21	-26	0	3	0	96	-10	0	106	102	-1	2
COc1cc(OC)cc(C(=O)NNC(=O)CCc2ccccc2)c1	-30	-1	1	-2	105	8	-1	100	100	-6	-1
OCCC1CN(Cc2ccccn2)CCN1C1CCCC1 (centres undefined)	-28	-2	-3	-4	101	6	0	103	104	-7	-2
COc1cccc(Cn2cnc3c(NS(=O)(=O)c4ccc(Cl)cc4Cl)c(C)c(C)cc32)c1	-31	-1	-2	0	101	3	-4	101	104	0	1
Cc1ccc(C)c2[nH]c(=O)c(CCNC(=O)CC(C)(C)C)cc12	3	0	-1	-3	98	42	-3	103	99	-11	-7
Cc1ncc([N+](=O)[O-])n1CCOC(=O)Nc1ccc(Cl)c(Cl)c1	5	0	0	0	99	11	0	104	98	-1	0
COc1ccc(N=C2C(=O)N3CCCc4cccc2c43)cc1	-56	-2	-5	-7	99	18	-4	100	99	0	-1
COc1cccc(Nc2nc3ccccc3n3cnnc23)c1	-10	1	-1	-6	101	14	-4	102	100	-10	-9
CCOc1ccc2c(c1)-c1c(ssc1=S)C(C)(C)N2	-52	7	6	0	101	20	-2	104	105	11	0
O=C(CCCN1C(=O)/C(=C/c2ccccc2Cl)SC1=S)NNC(=O)c1ccccc1Cl	-44	-3	-2	-5	100	-2	-6	99	100	0	1
Cc1cc(=O)oc2cc(NS(=O)(=O)c3ccc(F)cc3)ccc12	20	.	.	.	97	18	.	92	?	.	.
CC(NC(=O)c1ccc(C(C)(C)C)cc1)C(=O)O (centres undefined)	8	0	-3	-11	103	3	-2	101	105	-17	-14
COc1ccc(-c2nc(=S)c3c(n2Cc2cccnc2)CC(C)(C)OC3)cc1	-95	.	.	.	99	-1	.	100	?	.	.
O=C(CSc1nc(C2CCCCC2)nc2ccccc12)NCc1ccco1	-53	-3	0	-3	101	9	-2	100	?	-1	0
COc1cc(-c2nc(-c3ccc4c(c3)-c3ccccc3S4(=O)=O)c(-c3ccccc3)[nH]2)cc(OC)c1O	10	6	2	-8	99	58*	0	99	98	-5	-4
CC(=O)Nc1ccc(/C(C)=N/NS(=O)(=O)c2ccccc2)cc1	-12	-2	-1	-9	100	6	-5	100	102	-14	-7
CN(c1nc2ccccc2n2c(C3CC3)nnc12)S(=O)(=O)c1ccccc1	17	.	.	.	101	-20	.	105	?	.	.
COc1ccc(NC(=O)c2sc3cc(C(F)(F)F)cnc3c2-c2cccs2)cc1	-15	4	0	-4	103	-30	2	103	103	-11	-4
CN(C)c1ccc(CNC(=O)c2ccc(CNc3c(N4CCCCC4)c(=O)c3=O)cc2)cc1	-37	2	1	-7	99	30	-2	95	92	-9	-10
O=S(=O)(c1ccc(-c2ccccn2)s1)N1CCC2(CC1)OCCO2	-23	.	.	.	100	7	.	100	?	.	.
